Bioassay records deposited in PubChem by several laboratories.
Runt-CBFb FRET – inhibitors of RUNX1 Runt–CBFb binding, primary screen, biochemical, FRET, Cerulean-Runt, Venus-CBFb, uHTS. hit rate 0.46% among 220,000. Runt-related transcription factor 1 (Homo sapiens) + Core-binding factor subunit beta …. AID 1496, 2009. Cerulean-Runt/Venus-CBFb FRET ratio 530/480, 1 h. inhibition, % at 20 µM;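 active = inhibition over about 50% at 20 µM in the single-dose screen, limit read from the data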;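 also: 0% = DMSO wells and 100% = excess unlabeled CBFb competitor control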
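test system = Cerulean-Runt domain fusion protein, energy donor | probe or stimulus = Venus-CBFb binding partner, 100 nM | incubation = two 1 h room-temperature incubations shielded from light | detection = fluorescence energy transfer, 422 nm excitation, 530/480 nm emission | measure = loss of energy transfer signal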
14-3-3 Bad PPI – inhibitors of 14-3-3 zeta/Bad binding, primary screen, biochemical, TR-FRET, bovine 14-3-3 zeta. hit rate 0.71% among 220,000. inhibition, % at 21.7 µM. TR-FRET 14-3-3zeta/Dy647-pBad peptide displacement, 1 h. 14-3-3 protein zeta/delta (Bos taurus), P63103;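 active = inhibition above about 70%, limit read from the data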;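 also: 0% = full 14-3-3 plus peptide FRET controls and 100% = background without 14-3-3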
Target sequence (P63103 whole entry, looked up): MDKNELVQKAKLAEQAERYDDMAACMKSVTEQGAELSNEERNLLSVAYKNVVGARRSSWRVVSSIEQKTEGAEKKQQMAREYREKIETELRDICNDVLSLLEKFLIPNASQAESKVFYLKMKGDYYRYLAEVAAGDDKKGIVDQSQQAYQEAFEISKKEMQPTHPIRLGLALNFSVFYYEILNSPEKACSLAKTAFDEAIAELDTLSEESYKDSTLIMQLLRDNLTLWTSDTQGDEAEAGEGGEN
FXIIa inh – human FXIIa protease inhibitors, primary screen, biochemical, 1536-well; inhibition, % at 5 µM; purified FXIIa, Boc-QGR-AMC fluorogenic substrate, 2 h; Coagulation factor XII (Homo sapiens), P00748; hit rate 0.3% among 220,000; in the data active = inhibition above about 40%;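 also: 0% = enzyme with no compound and 100% = blank without enzyme; many of its hits are not listed in these tables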
Runt-SMMHC FRET – inhibitors of RUNX1 Runt–CBFb-SMMHC binding, primary screen, biochemical, FRET, Cerulean-Runt, Venus-CBFb-SMMHC, uHTS. inhibition, % at 20 µM. Cerulean-Runt/Venus-CBFb-SMMHC FRET ratio 530/480, 1 h. Runt-related transcription factor 1 (Homo sapiens) + Core-binding factor subunit beta …. hit rate 0.74% among 220,000;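 active = mean inhibition across duplicate retests at 20 µM reaching about 50%, limit read from the data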;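 also: 0% = DMSO wells and 100% = wells with excess untagged CBFb-SMMHC; inhibitors lower the FRET ratio by blocking Runt binding to CBFb-SMMHC; some results filed as inactive read as strong as hits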
KLK5 inh – human KLK5 protease inhibitors, primary screen, biochemical, 1536-well; AID 873, 2007; recombinant hK5, fluorogenic AMC substrate cleavage; hit rate 0.59% among 210,000; Kallikrein-5 (Homo sapiens), Q9Y337; inhibition, % at 5 µM;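 active = inhibition of 40% or more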;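 also: 0% = enzyme controls without compound and 100% = no-enzyme blanks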
Target sequence (Q9Y337 67-293 limits assumed): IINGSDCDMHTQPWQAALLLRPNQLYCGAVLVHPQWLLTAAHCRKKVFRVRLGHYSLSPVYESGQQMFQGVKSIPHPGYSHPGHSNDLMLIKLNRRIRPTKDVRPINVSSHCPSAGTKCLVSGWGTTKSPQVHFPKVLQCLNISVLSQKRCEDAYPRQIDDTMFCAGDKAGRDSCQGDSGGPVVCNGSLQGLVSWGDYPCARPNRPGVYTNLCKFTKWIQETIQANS
Hck Nef HTS – inhibitors of Nef-activated human Hck kinase, primary screen, biochemical, Z-Lyte FRET, 384-well, Hck-YEEI | AID 463187, 2010 | Tyrosine-protein kinase HCK (Homo sapiens), P08631 | hit rate 0.68% among 220,000 | inhibition, % at 20 µM | Recombinant Hck-YEEI plus Nef, Z-Lyte FRET kinase assay;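 active = Hck-Nef kinase inhibition above about 50%, limit read from the data; inactive = inhibition below that limit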;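 also: 0% = DMSO with Hck plus Nef and 100% = Hck alone without Nef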
Target sequence (P08631 whole entry, looked up): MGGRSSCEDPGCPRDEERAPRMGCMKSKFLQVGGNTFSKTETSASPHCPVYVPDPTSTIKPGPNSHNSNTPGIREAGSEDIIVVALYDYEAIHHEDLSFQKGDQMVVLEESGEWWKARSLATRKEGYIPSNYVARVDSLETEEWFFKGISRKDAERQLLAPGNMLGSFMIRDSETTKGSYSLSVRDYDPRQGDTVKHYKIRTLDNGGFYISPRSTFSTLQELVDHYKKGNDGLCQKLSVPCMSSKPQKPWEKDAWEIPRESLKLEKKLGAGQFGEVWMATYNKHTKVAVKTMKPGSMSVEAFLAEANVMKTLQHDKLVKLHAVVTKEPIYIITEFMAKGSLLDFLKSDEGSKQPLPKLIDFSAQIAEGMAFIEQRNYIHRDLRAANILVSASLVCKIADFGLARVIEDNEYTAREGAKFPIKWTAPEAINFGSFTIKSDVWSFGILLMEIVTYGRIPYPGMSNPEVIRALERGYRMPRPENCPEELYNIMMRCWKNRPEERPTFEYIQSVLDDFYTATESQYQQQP
FXIa inh 1536 – human FXIa protease inhibitors, primary screen, biochemical, 1536-well. purified FXIa, Boc-Glu-Ala-Arg-AMC fluorogenic substrate. inhibition, % at 5 µM. Coagulation factor XI (Homo sapiens), P03951. hit rate 0.14% among 220,000;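 active = inhibition of at least 40%; inactive = inhibition below 40%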;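 also: fluorescence of freed AMC excited at 355 nm; 0% = enzyme without compound and 100% = no enzyme blank; many of its hits are not listed in these tables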
Wee1 stabilizer – Wee1 degradation inhibitors, primary screen, cell-based, HeLa, Wee1K328M-luciferase, luminescence; HeLa Luc-Wee1K328M stability; 100% = proteasome inhibitor MG132 effect; reporter increase, % at 5 µM; hit rate 1.2% among 220,000;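 active = activation above the mean of all tested compounds plus 3 SD, set per screening run, cut at about 8.8% in these data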;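 also: cells exposed to compound for 20 h before luminescence read; 0% = DMSO alone and 100% = MG132 at 30 µM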
Thrombin inh – human alpha-thrombin inhibitors, primary screen, counter-screen for coagulation protease inhibitor project, biochemical, 1536-well, fluorogenic AMC substrate. Prothrombin (Homo sapiens), P00734. Boc-VPR-AMC fluorogenic substrate cleavage. inhibition, % at 5 µM. hit rate 0.26% among 220,000. AID 1046, 2008;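 active = inhibition at or above 40%; inactive = inhibition below 40%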;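 also: 0% = enzyme with no compound and 100% = wells without enzyme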
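Assay system: human alpha-thrombin enzyme. Reagent: Boc-VPR-AMC substrate, 15 µM final. Compound dosing: one concentration per compound, 5 µM, with 0.2% DMSO. Incubation: room-temperature reaction. Technique: AMC fluorescence, 355/460 nm. Measure: % inhibition relative to enzyme controls and enzyme-free blanks.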
* = called active by the depositor; [ ] = another dose, or the depositor's remark. Rows were taken by chance; any-hit rate near 4.2%.

How did O=C(O)c1c[nH]c2ccc(F)cc2c1=O do in these assays?
Runt-CBFb FRET: 2; 14-3-3 Bad PPI: 7; FXIIa inh: 19; Runt-SMMHC FRET: -1; KLK5 inh: 15; Hck Nef HTS: 7; FXIa inh 1536: 11; Wee1 stabilizer: -2

What do the screens show for `COC(=O)C(CC(C)C)NC(=O)/C=C/c1ccc(Cl)cc1` (centres undefined)?
Runt-CBFb FRET: -1; 14-3-3 Bad PPI: -12; FXIIa inh: 0; Runt-SMMHC FRET: -2; KLK5 inh: -11; Hck Nef HTS: 17; FXIa inh 1536: -1; Wee1 stabilizer: 1; Thrombin inh: -9

What do the screens show for `COc1cc2[nH]c(=O)n(CCC(=O)NC3CCN(Cc4ccccc4)CC3)c(=O)c2cc1OC`?
Runt-CBFb FRET: -2; 14-3-3 Bad PPI: 1; FXIIa inh: 13; Runt-SMMHC FRET: -8; KLK5 inh: -16; Hck Nef HTS: 4; FXIa inh 1536: 1; Wee1 stabilizer: 0; Thrombin inh: 1

Results for CNC(=O)Nc1ccccc1C(=O)NCc1ccccc1 ?
Runt-CBFb FRET: 0; 14-3-3 Bad PPI: -10; FXIIa inh: 19; Runt-SMMHC FRET: 4; KLK5 inh: -10; Hck Nef HTS: 0; FXIa inh 1536: 5; Wee1 stabilizer: 3; Thrombin inh: 4

What do the screens show for `c1ccc(-c2nn3c(C4CCCCC4)nnc3s2)nc1`?
Runt-CBFb FRET: 1; 14-3-3 Bad PPI: 8; FXIIa inh: 15; Runt-SMMHC FRET: -2; KLK5 inh: -16; Hck Nef HTS: 0; FXIa inh 1536: 5; Wee1 stabilizer: 0; Thrombin inh: -16

Results for S=C(NCCN1CCOCC1)NC1CCCC1 ?
Runt-CBFb FRET: -2; 14-3-3 Bad PPI: -7; FXIIa inh: 6; Runt-SMMHC FRET: 3; KLK5 inh: 5; Hck Nef HTS: 12; FXIa inh 1536: -2; Wee1 stabilizer: -3; Thrombin inh: -2

How did CC1CN(C(=O)CSc2nnc(-c3ccc(Cl)cc3)n2C)CC(C)O1 (centres undefined) do in these assays?
Runt-CBFb FRET: 0; 14-3-3 Bad PPI: 10; FXIIa inh: 5; Runt-SMMHC FRET: 2; KLK5 inh: -8; Hck Nef HTS: 0; FXIa inh 1536: -8; Wee1 stabilizer: -2; Thrombin inh: -4

Results for CC1(C)CC(N2CCCCC2)=CC(=[N+]2CCCCC2)C1 ?
Runt-CBFb FRET: 2; 14-3-3 Bad PPI: 32; FXIIa inh: 7; Runt-SMMHC FRET: 4; KLK5 inh: 2; Hck Nef HTS: 16; FXIa inh 1536: 0; Wee1 stabilizer: -1; Thrombin inh: 18

Results for Cc1noc(C)c1/C=N/Nc1ccc2ccccc2n1 ?
Runt-CBFb FRET: -1; 14-3-3 Bad PPI: -6; FXIIa inh: 3; Runt-SMMHC FRET: -1; KLK5 inh: -17; Hck Nef HTS: 6; FXIa inh 1536: 2; Wee1 stabilizer: -4; Thrombin inh: 3

What do the screens show for `CCC(C)NS(=O)(=O)c1ccc(OC)c(Cl)c1Cl` (centres undefined)?
Runt-CBFb FRET: 0; 14-3-3 Bad PPI: -5; FXIIa inh: 5; Runt-SMMHC FRET: -2; KLK5 inh: -24; Hck Nef HTS: 1; FXIa inh 1536: -14; Wee1 stabilizer: -3; Thrombin inh: -4

What do the screens show for `CCOC(=O)N1CCN(C2CC(=O)N(c3ccc(Oc4ccccc4)cc3)C2=O)CC1` (centres undefined)?
Runt-CBFb FRET: 0; 14-3-3 Bad PPI: -10; FXIIa inh: 4; Runt-SMMHC FRET: -7; KLK5 inh: -19; Hck Nef HTS: 2; FXIa inh 1536: -13; Wee1 stabilizer: -2; Thrombin inh: 2

Results for CCc1cc(C(c2ccccn2)N2CCN(C)CC2)c(NC(=O)c2ccccc2)s1 (centres undefined) ?
Runt-CBFb FRET: 1; 14-3-3 Bad PPI: 4; FXIIa inh: 23; Runt-SMMHC FRET: 2; KLK5 inh: 10; Hck Nef HTS: 2; FXIa inh 1536: 27; Wee1 stabilizer: -2; Thrombin inh: -4

What do the screens show for `CCOc1ccc(N2C(=O)CC(N3CCN(C4CCc5ccccc5C4)CC3)C2=O)cc1` (centres undefined)?
Runt-CBFb FRET: -2; 14-3-3 Bad PPI: 12[fluorescence artefact?]; FXIIa inh: 11; Runt-SMMHC FRET: 1; KLK5 inh: -23; Hck Nef HTS: 1; FXIa inh 1536: 6; Wee1 stabilizer: 1; Thrombin inh: 4

Results for COc1ccccc1NC(=O)N1CCN(c2ccc3nnc(-c4ccc(F)cc4)n3n2)CC1 ?
Runt-CBFb FRET: 2; 14-3-3 Bad PPI: -2; FXIIa inh: 4; Runt-SMMHC FRET: -2; KLK5 inh: -2; Hck Nef HTS: 20; FXIa inh 1536: -1; Wee1 stabilizer: 0; Thrombin inh: -7

Results for CCC(=O)Nc1ccc(C=C(C(C)=O)C(C)=O)cc1 ?
Runt-CBFb FRET: 1; 14-3-3 Bad PPI: 3; FXIIa inh: 7; Runt-SMMHC FRET: 0; KLK5 inh: 1; Hck Nef HTS: 18; FXIa inh 1536: 2; Wee1 stabilizer: 0; Thrombin inh: -2

What do the screens show for `CN(C)/C=C(\C=O)c1onc(-c2ccccc2Cl)c1C#N`?
Runt-CBFb FRET: -1; 14-3-3 Bad PPI: -3; FXIIa inh: 9; Runt-SMMHC FRET: 1; KLK5 inh: 6; Hck Nef HTS: 19; FXIa inh 1536: 1; Wee1 stabilizer: 0; Thrombin inh: 1

How did CC(C)OC(=O)c1ccc(NC(=O)c2ccco2)cc1 do in these assays?
Runt-CBFb FRET: 1; 14-3-3 Bad PPI: -1; FXIIa inh: 7; Runt-SMMHC FRET: 0; KLK5 inh: -7; Hck Nef HTS: 1; FXIa inh 1536: -5; Wee1 stabilizer: 2; Thrombin inh: -2

How did CN1CCN(CC(=O)Nc2nnc(-c3cccs3)s2)CC1 do in these assays?
Runt-CBFb FRET: -3; 14-3-3 Bad PPI: -22; FXIIa inh: 0; Runt-SMMHC FRET: 0; KLK5 inh: -21; Hck Nef HTS: 5; FXIa inh 1536: -1; Wee1 stabilizer: -2; Thrombin inh: -7

What do the screens show for `Cc1ccc(C(=O)C2CCN(CC(=O)Nc3nc(C)cs3)CC2)cc1`?
Runt-CBFb FRET: 0; 14-3-3 Bad PPI: 3[fluorescence artefact?]; FXIIa inh: 15; Runt-SMMHC FRET: 4; KLK5 inh: 5; Hck Nef HTS: 3; FXIa inh 1536: -1; Wee1 stabilizer: -3; Thrombin inh: 2

How did COC(=O)c1cc(Br)ccc1OC(=O)c1cccnc1 do in these assays?
Runt-CBFb FRET: -1; 14-3-3 Bad PPI: 5; FXIIa inh: -3; Runt-SMMHC FRET: 3; KLK5 inh: 7; Hck Nef HTS: 1; FXIa inh 1536: -1; Wee1 stabilizer: 4; Thrombin inh: 2

How did COc1ccc(Oc2coc3cc(OC(=O)N4CCOCC4)ccc3c2=O)cc1 do in these assays?
Runt-CBFb FRET: 0; 14-3-3 Bad PPI: 0; FXIIa inh: 25; Runt-SMMHC FRET: -5; KLK5 inh: -10; Hck Nef HTS: 3; FXIa inh 1536: 15; Wee1 stabilizer: 0; Thrombin inh: 1

Results for CCOc1ccc(CCNC(=O)C2=C(C)C(=O)OC23CCC(C)CC3)cc1 (centres undefined) ?
Runt-CBFb FRET: -4; 14-3-3 Bad PPI: -9; FXIIa inh: 12; Runt-SMMHC FRET: -2; KLK5 inh: -10; Hck Nef HTS: -8; FXIa inh 1536: 7; Wee1 stabilizer: -1; Thrombin inh: -1

How did COC(=O)c1ccc(C(NC(=O)OCc2ccccc2)/C(F)=C/[C@@H](C)C(=O)NCc2ccc(-c3ccccc3)cc2)cc1 (some centres undefined) do in these assays?
Runt-CBFb FRET: -1; 14-3-3 Bad PPI: -2; FXIIa inh: 12; Runt-SMMHC FRET: 0; KLK5 inh: -9; Hck Nef HTS: 0; FXIa inh 1536: 5; Wee1 stabilizer: -1; Thrombin inh: 1

How did O=C(Nc1ccc(N2CCN(C(=O)c3cccs3)CC2)cc1)c1cccnc1 do in these assays?
Runt-CBFb FRET: 1; 14-3-3 Bad PPI: -8; FXIIa inh: 4; Runt-SMMHC FRET: -5; KLK5 inh: 5; Hck Nef HTS: 21; FXIa inh 1536: -3; Wee1 stabilizer: 2; Thrombin inh: -3

How did CC(OC(=O)CCc1nc2ccccc2c(=O)[nH]1)C(=O)Nc1ncc(Cl)cc1Cl (centres undefined) do in these assays?
Runt-CBFb FRET: 1; 14-3-3 Bad PPI: -12; FXIIa inh: 2; Runt-SMMHC FRET: -1; KLK5 inh: -5; Hck Nef HTS: 19; FXIa inh 1536: -6; Wee1 stabilizer: -1; Thrombin inh: -13

Results for COc1ccc(-c2noc(CCC(=O)Nc3cc(OC)ccc3OC)n2)cc1 ?
Runt-CBFb FRET: 2; 14-3-3 Bad PPI: -7; FXIIa inh: 0; Runt-SMMHC FRET: 10; KLK5 inh: -16; Hck Nef HTS: 3; FXIa inh 1536: -4; Wee1 stabilizer: 0; Thrombin inh: -3

What do the screens show for `CCOC(=O)C1=C(c2ccccc2)OC(N)=C(C#N)C1c1ccncc1` (centres undefined)?
Runt-CBFb FRET: 1; 14-3-3 Bad PPI: -3; FXIIa inh: 9; Runt-SMMHC FRET: -3; KLK5 inh: 14; Hck Nef HTS: 17; FXIa inh 1536: -2; Wee1 stabilizer: -3; Thrombin inh: 8

Results for COc1ccc(CNc2ccc3c(c2)ncn3-c2ccccc2OC)cc1 ?
Runt-CBFb FRET: 6; 14-3-3 Bad PPI: -12; FXIIa inh: -1; Runt-SMMHC FRET: 7; KLK5 inh: -1; Hck Nef HTS: -1; FXIa inh 1536: -10; Wee1 stabilizer: 2; Thrombin inh: -1

How did CCOC(=O)C1CCCN(Cc2c(Cl)cccc2Cl)C1 (centres undefined) do in these assays?
Runt-CBFb FRET: -2; 14-3-3 Bad PPI: 41; FXIIa inh: 11; Runt-SMMHC FRET: 2; KLK5 inh: 1; Hck Nef HTS: 1; FXIa inh 1536: -6; Wee1 stabilizer: -1; Thrombin inh: -6
